Bioassay records deposited in PubChem by The Scripps Research Institute Molecular Screening Center.
M4 PAM: potentiates acetylcholine response at human M4 receptor | P08173 | CHO-K1 hM4/Gqi5, Fluo-8 calcium fluorescence, ACh EC20; 0% = ACh EC20, 100% = maximal ACh | activation, % at 3 µM | hit rate 0.4% among 360,000;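 active = activation above its plate's cutoff, the mean activation of sample wells plus 3 SD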; note: some results filed as inactive read as strong as hits
Target sequence (P08173 whole entry, looked up): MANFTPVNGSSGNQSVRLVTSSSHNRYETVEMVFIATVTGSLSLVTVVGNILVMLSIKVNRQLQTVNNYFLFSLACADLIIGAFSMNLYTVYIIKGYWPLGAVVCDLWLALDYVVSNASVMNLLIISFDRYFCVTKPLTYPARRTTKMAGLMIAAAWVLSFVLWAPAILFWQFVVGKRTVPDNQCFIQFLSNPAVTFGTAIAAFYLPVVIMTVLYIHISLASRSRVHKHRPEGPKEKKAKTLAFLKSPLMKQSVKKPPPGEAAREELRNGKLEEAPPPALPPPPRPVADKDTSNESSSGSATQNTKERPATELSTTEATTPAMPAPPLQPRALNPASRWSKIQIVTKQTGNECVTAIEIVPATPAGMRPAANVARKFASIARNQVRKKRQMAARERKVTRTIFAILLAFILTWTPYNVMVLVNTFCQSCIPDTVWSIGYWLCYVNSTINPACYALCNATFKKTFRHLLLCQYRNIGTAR
CHRM5 PAM: positive allosteric modulators of human muscarinic M5 receptor; CHO-K1 hM5, Fluo-8 calcium, ACh EC20 PAM; 0% = ACh EC20, 100% = ACh EC100; activation, % at 3 µM; hit rate 0.3% among 360,000;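 active = activation above the run cutoff, the mean activation of all test compounds plus 3 SD, cut at about 18% in these data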
Target sequence (P08912 whole entry, looked up): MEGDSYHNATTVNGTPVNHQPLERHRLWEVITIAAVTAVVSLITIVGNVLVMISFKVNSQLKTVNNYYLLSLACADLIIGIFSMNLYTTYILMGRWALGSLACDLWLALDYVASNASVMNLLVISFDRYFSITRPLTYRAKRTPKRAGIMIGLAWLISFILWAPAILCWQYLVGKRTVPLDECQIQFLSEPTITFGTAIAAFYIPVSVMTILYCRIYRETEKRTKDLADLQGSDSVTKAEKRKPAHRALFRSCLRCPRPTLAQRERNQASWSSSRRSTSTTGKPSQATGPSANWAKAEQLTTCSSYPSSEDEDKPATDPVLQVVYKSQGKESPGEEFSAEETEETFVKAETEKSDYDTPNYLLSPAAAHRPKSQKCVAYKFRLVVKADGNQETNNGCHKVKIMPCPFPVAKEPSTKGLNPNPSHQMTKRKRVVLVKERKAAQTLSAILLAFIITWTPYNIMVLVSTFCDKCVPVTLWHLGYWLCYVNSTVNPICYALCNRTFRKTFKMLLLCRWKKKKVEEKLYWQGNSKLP
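Replicates: One well per compound, no replicates | System: Human M5 receptor in CHO-K1 cells | Benchmarks: Low control EC20 acetylcholine (0%), high control EC100 acetylcholine (100%) | Probe or stimulus: Acetylcholine, EC20 level | Times: Fluo-8 loading 80 min at 37 °C plus 30 min room temperature | Signal: Intracellular calcium via Fluo-8 fluorescence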
CHRM4 agonist: CHRM4 agonism in calcium assay | P08173 | CHO-K1 hM4/Gqi5, Fluo-8 calcium fluorescence; vehicle 0%, full acetylcholine response 100% | activation, % at 3 µM | hit rate 0.14% among 360,000 | AID 624127;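 active = activation above the run mean over all test wells plus 3 SD, cut at about 32% in these data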;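 note: peak over basal fluorescence ratio per well then scaled between controls; 0% = DMSO wells and 100% = acetylcholine at EC100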
CHO-K1 Ca antag: counter-screen for M1 antagonists: effect in parental CHO-K1 cells. ATP-induced calcium, Fluo-8 fluorescence. inhibition, % at 3 µM. hit rate 0.6% among 360,000. AID 602250;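 active = inhibition above a per-plate cutoff, the plate's mean sample inhibition plus 3 SD, cut at about 24% in these data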;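 note: 0% = DMSO plus EC80 ATP and 100% = DMSO alone without ATP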
M4 antag: antagonists of human muscarinic M4 receptor (CHRM4). CHO-hM4 cells, ACh EC80, Fluo-8 calcium fluorescence. inhibition, % at 3 µM. hit rate 0.73% among 360,000;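 active = inhibition above its plate's cutoff, the mean inhibition of sample wells plus 3 SD, cut at about 27% in these data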;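 note: 0% = acetylcholine EC80 with DMSO and 100% = DMSO without agonist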
M1 PAM parental: M1 PAM counterscreen hit in parental CHO-K1 cells. ATP EC20, Fluo-8 calcium fluorescence; 0% at ATP EC20, 100% at ATP max. activation, % at 3 µM. hit rate 0.02% among 360,000. AID 602247;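 active = activation above the run cutoff, the mean activation of all test compounds plus 3 SD, cut at about 40% in these data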;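 note: peak over basal fluorescence ratio in a 140 s read after ATP addition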
CHO-K1 Ca ag: counter-screen for M1 agonists: effect in parental CHO-K1 cells. Fluo-8 calcium fluorescence; scaled to maximal ATP response, vehicle zero. activation, % at 3 µM. hit rate 0.48% among 360,000; in the data active = activation above about 15%;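 note: untransfected CHO-K1 host cells lacking M1 receptor as counterscreen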
CHRM5 agonist: agonists of human muscarinic M5 receptor (CHRM5). P08912. CHO-K1 hM5 cells, Fluo-8 calcium fluorescence; 0% DMSO wells, 100% maximal acetylcholine response. activation, % at 3 µM. hit rate 0.19% among 360,000. AID 624037;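 active = activation above the run's mean over test compounds plus 3 SD, cut at about 23% in these data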;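 note: signal is peak over basal fluorescence ratio across the kinetic read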
CHRM5 antagonist: CHRM5 antagonism in calcium assay | P08912 | CHO-hM5 cells, Fluo-8 calcium fluorescence, ACh EC80 | inhibition, % at 3 µM | hit rate 0.59% among 360,000;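 active = inhibition above a per-plate cutoff, the mean of that plate's test compounds plus 3 SD, cut at about 27% in these data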;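 note: 0% = acetylcholine EC80 with DMSO and 100% = DMSO without agonist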
Numbers without * were called inactive; & = joins results of further samples. Rows were taken by chance (roughly 2.7% active in at least one column).

SMILES	M4 PAM	CHRM5 PAM	CHRM4 agonist	CHO-K1 Ca antag	M4 antag	M1 PAM parental	CHO-K1 Ca ag	CHRM5 agonist	CHRM5 antagonist
COc1ccc(NC(=O)C2CCCN2C(=O)Oc2ccccc2)cc1 (centres undefined)	10	5	1	-5	5	8	-0.2	2	-3
O=C(NC1CCCCC1)N1CCN(c2ccccc2)CC1	6	-3	1	-7	4	14	0.6	-1	-4
CS(=O)(=O)NCc1nnc(SCc2c(F)cccc2Cl)o1	8	3	1	-12	-30	-5	0.5	3	1
Cc1ccccc1N(C(=O)CNC(=O)c1cccs1)C(C(=O)NC1CCCC1)c1ccncc1 (centres undefined)	8	5	1	-6	-16	6	0.8	0	-2
CC(C)CN1CCNC(=O)C1CC(=O)NCCc1ccc(C(F)(F)F)cc1 (centres undefined)	-3	0	1	5	-1	-1	0.1	-3	7
CC(=O)Nc1cccc(NC(=O)c2cccc(OCc3ccccc3)c2)c1	-13	-14	24	6	-5	-3	14	6	15
O=C(N/N=C\c1ccc(Cl)cc1)c1sccc1-n1cccc1	19	2	0	-4	-4	18	-0.1	-3	-1
COC(=O)c1ccc(NC(=S)NCCCN2CCCC2=O)cc1	17	4	2	-11	2	14	1.7	-2	2
Cc1c(F)cccc1NS(=O)(=O)c1ccc(N2CCCC2=O)cc1	10	2	2	-9	-4	14	0.1	4	6
COc1ccc(NC(=O)N(C)C[C@H]2OCCCC[C@@H](C)Oc3ccc(N(C)C)cc3C(=O)N([C@H](C)CO)C[C@@H]2C)cc1	3	-4	0	-12	0	17	0.6	-1	3
CC1CCN(C(=S)Nc2cccc(S(=O)(=O)N(C)C)c2)CC1	-1	-3	1	6	-3	-11	1.0	-2	-3
Cc1cccc(/C(N)=N/OC(=O)c2ccc(F)cc2)c1	-2	0	0	-5	2	23	0.2	-1	1
O=C(O)c1ccccc1NS(=O)(=O)c1cccc2cccnc12	1	-4	2	-7	2	21	0.2	-4	-5
Cc1cc(C)c(C)c(Cn2c(CO)nc3ccccc32)c1C	8	-4	-1	-10	24	1	0.1	-3	-6
CCOc1cc(CN2CCN(S(=O)(=O)Cc3ccccc3)CC2)ccc1OC	1	2	6	-9	-9	-2	3.8	1	1
COc1cc([N+](=O)[O-])cc2cc(C(=O)N3CCN=C3c3ccccc3)c(=O)oc12	-22	-4	0	-5	11	-13	0.2	-1	6
CCOCCn1c(-c2ccc(OC)cc2)nc2ccccc21	-4	0	2	-1	-19	21	-0.2	-2	-4
COCOc1cc(O)c(C(=O)/C=C/c2ccc(OCOC)c(OCOC)c2)c(OCOC)c1	5	-2	3	-13	-9	8	0.7	3	-5
Cc1ccc(-c2nnn(CC(=O)N(c3ccc(F)cc3)C(C(=O)NC3CCCC3)c3ccco3)n2)o1 (centres undefined)	4	-3	0	-13	11	16	-0.2	1	4
O=C1Nc2ccc([N+](=O)[O-])cc2OC1CCN1CCN(c2ccccc2)CC1 (centres undefined)	-1	-2	2	-15	-4	-1	1.4	-2	9
CC(C)(C)NS(=O)(=O)c1ccc(NC(=S)NC(=O)C2CC2)cc1	12	4	6	-1	-11	-3	3.5	0	-10
Cc1cc(C)nc(SCc2nc3ncccn3c2Br)n1	6	2	0	-8	-7	-2	0.1	-3	-8
CC(=O)Nc1ccc(S(=O)(=O)N2CCC(C(=O)NCCC(=O)Nc3nccs3)CC2)cc1	4	-1	1	-3	-4	8	0.0	-4	6
Cc1ccc(NC(=O)C2CCCN(c3ncnc4c3nc3n4CCCCC3)C2)cc1Cl (centres undefined)	-9	-9	1	-12	6	0	2.6	-4	25
CCN(CC)c1ccc(S(=O)(=O)N2CCOCC2)cc1NC(=O)CSc1nnc(N)s1	15	11	2	-11	-5	-1	0.9	-1	-5
Cc1ccc(OCC(=O)NNC(=O)c2ccc(-n3cncn3)c([N+](=O)[O-])c2)cc1	2	1	0	-10	-10	18	2.3	-2	-1
Cc1ccc(O)c(CCc2ccccc2)n1	7	0	1	-10	-6	22	0.3	-2	-1
Nc1c(C(=O)CSc2nccn2-c2cccc(F)c2)c(=O)[nH]c(=O)n1C1CC1	-1	-5	1	-5	8	-12	-0.1	2	12
O=C(CSc1nnnn1-c1ccc2c(c1)OCCO2)N1CCc2ccccc21	8	5	2	-9	-2	8	0.3	3	-2
COC(=O)c1c(NS(=O)(=O)c2cccs2)sc2c1CCCC2	-1	4	-1	9	0	-2	-0.2	0	1
NC(=O)/C(=C/c1ccc2c(c1)OCO2)NC(=O)c1ccco1	19	3	2	-11	-5	27	0.7	-1	-5
O=C(Nc1ccc(Nc2ccccc2)cc1)C(Cl)Cl	-7	-5	3	6	13	3	0.7	0	9
Cc1cccc(Cl)c1OCCCn1ccnc1	-5	0	0	1	7	5	2.8	-16	2
Cn1c(-c2c(N)n(CCc3ccccc3)c3nc4ccccc4nc23)nc2ccccc21	-18	-7	15	-4	17	17	6.0	4	15
Cc1nn(-c2ccc(F)cc2)c(Cl)c1/C=C(/CC(=O)O)c1nc2ccccc2s1	2	14	3	-14	-12	-4	0.8	8	0
O=C(Nc1ccccc1)N1CCCN(c2ccc(C(F)(F)F)cc2[N+](=O)[O-])CC1	-5	-14	6	4	3	11	5.0	1	14
O=C(c1ccccc1)c1cc2cc(Cl)ccc2[nH]1	5	1	0	-8	-8	7	4.2	2	-6
OC1(C(F)(F)F)CC(O)(C(F)(F)F)n2nc(-c3ccccc3)cc2N1 (centres undefined)	3	0	0	-6	-3	18	0.1	0	-5
NC(=O)C1CCN(C(=O)c2ccc(NC3=NC4CS(=O)(=O)CC4S3)cc2)CC1 (centres undefined)	0	-2	1	4	0	-2	-0.2	1	4
Cc1cccc2cc(C(c3nnnn3Cc3ccccc3)N3CCN(c4ccccc4)CC3)c(=O)[nH]c12 (centres undefined)	-2	-5	6	2	12	16	1.9	0	8
CCc1nc(Nc2ccc3c(c2)OCCO3)c2oc3ccccc3c2n1	4	-7	-3	-13	-16	17	0.3	-7	-3
CCCCN(C(=O)C1CCN(C(=O)c2ccccc2C)CC1)c1c(N)n(CC(C)C)c(=O)[nH]c1=O	12	-1	3	-3	3	-17	0.1	4	7
O=C(NCCc1ccccc1)C1CCCN1S(=O)(=O)c1ccc(F)cc1 (centres undefined)	-1	-4	1	-11	5	10	0.2	0	9
CC(=O)Nc1ccc(Br)cc1C(=O)C(=O)O	19	11	1	-12	-2	15	0.3	3	-7
Nc1ccc(S(=O)(=O)Nc2cnc3ccccc3n2)cc1	-9&-8	-4&-5	8&0	12&-8	-11&-4	2&4	1.5&-0.1	3&-2	5&9
O=[N+]([O-])c1cccc(-c2noc(-c3cccs3)n2)c1	4	7	1	-13	-17	16	-0.2	1	-5
O=C(NC12CC3CC(CC(C3)C1)C2)c1ccccc1	8	-9	5	13	-2	-12	-0.4	-2	-7
CC(Sc1nnc(NC2CCCCC2)s1)C(=O)Nc1ccc2c(c1)C(=O)c1ccccc1C2=O (centres undefined)	-5	1	4	-4	-5	16	1.7	-1	3
CN1CCN(C(=O)C2CC(c3ccc(F)cc3)=NO2)CC1 (centres undefined)	8	0	0	5	-2	16	0.2	1	-1
COc1ccc2c(CC(=O)OCC(=O)Nc3sc4c(c3C#N)CCC(C)C4)coc2c1 (centres undefined)	4	1	0	-6	2	17	0.1	-1	0

Random excerpt: two compounds from above.
SMILES	M4 PAM	CHRM5 PAM	CHRM4 agonist	CHO-K1 Ca antag	M4 antag	M1 PAM parental	CHO-K1 Ca ag	CHRM5 agonist	CHRM5 antagonist
CCc1nc(Nc2ccc3c(c2)OCCO3)c2oc3ccccc3c2n1	4	-7	-3	-13	-16	17	0.3	-7	-3
CCCCN(C(=O)C1CCN(C(=O)c2ccccc2C)CC1)c1c(N)n(CC(C)C)c(=O)[nH]c1=O	12	-1	3	-3	3	-17	0.1	4	7

New compounds follow.
SMILES	M4 PAM	CHRM5 PAM	CHRM4 agonist	CHO-K1 Ca antag	M4 antag	M1 PAM parental	CHO-K1 Ca ag	CHRM5 agonist	CHRM5 antagonist
CCc1nc2oc3ccccc3c(=O)c2c(=O)n1Cc1ccc(OC)cc1	-2	-1	-1	-3	-1	9	-0.4	1	-5
Cc1cc(N)cc(C)c1-c1c(Br)cc(N)cc1Br	1	3	1	-12	-5	20	-1.1	-5	10
COc1ccc(-c2cc(C(F)(F)F)c(C#N)c(=O)[nH]2)cc1	5	6	0	-1	-1	8	3.0	2	-2
Cc1ccc(-c2cc(C(=O)N/N=C/C(Br)=C/c3ccccc3)n[nH]2)o1	-5	5	1	-4	11	10	0.7	-2	7
CCOc1cc(N2CCOCC2)c(OCC)cc1NC(=O)CN1C(=O)NC(C)(C2CC2)C1=O (centres undefined)	3	1	1	-3	-1	13	-0.4	-4	7
CC(=O)OC(C(=O)NCCc1ccccc1)c1cccnc1 (centres undefined)	9	-4	1	23	5	-7	-0.4	-1	-5
Cc1[nH]c(=O)c(C(=O)c2ccccc2O)cc1C(=O)O	6	-2	1	-7	4	26	2.1	1	8
COc1cc2c(C(=O)NCc3ccc(C)o3)cn(CC(C)C)c(=O)c2cc1OC	-4	-22	8	-8	-7	0	2.5	0	6
COc1ccc(CC(=O)N2N=C(C)CC2(O)C(F)(F)F)cc1 (centres undefined)	24*	2	1	-5	-5	11	0.1	-3	-10
CC(C)Oc1ccc(S(=O)(=O)N2CCOCC2)cc1NC(=O)c1cccc(S(=O)(=O)N2CCCC2)c1	-7	-5	6	-21	-3	13	1.6	-7	4

Part of the list above, showing only M1 PAM parental.
Structure | M1 PAM parental
Cn1c(-c2c(N)n(CCc3ccccc3)c3nc4ccccc4nc23)nc2ccccc21 | 17
OC1(C(F)(F)F)CC(O)(C(F)(F)F)n2nc(-c3ccccc3)cc2N1 (centres undefined) | 18

Further compounds follow:
SMILES	M4 PAM	CHRM5 PAM	CHRM4 agonist	CHO-K1 Ca antag	M4 antag	M1 PAM parental	CHO-K1 Ca ag	CHRM5 agonist	CHRM5 antagonist
CC(OC(=O)CCC(=O)c1cccs1)C(=O)Nc1ccc(Cl)cn1 (centres undefined)	-3	6	1	-5	-1	16	0.5	-2	-8
CC(C)c1nc(CNC(=O)CC2C(=O)NCCN2Cc2ccoc2)cs1 (centres undefined)	-6	4	0	3	2	10	0.2	1	-15
COc1ccc(C)cc1NC(=O)CSc1nnc(COc2ccc(Cl)cc2)n1Cc1ccco1	-6	-3	3	2	-10	5	1.4	-2	0
O=C1CC(C(=O)N2CCOCC2)C2(CCCC2)O1 (centres undefined)	7	-8	0	-5	-4	15	0.4	-3	-5
CCOC(=O)C1=C(c2ccccc2)NC(=O)N(C(C)=O)C1c1cccc([N+](=O)[O-])c1 (centres undefined)	-6	-5	0	-14	1	20	2.6	-8	1
CCOc1ccc2cc(S(=O)(=O)N3CCOCC3)ccc2c1	-2	-13	1	2	-10	5	0.0	-6	-4
Cc1ccc(C(=O)Nc2ccc(CN3CCCCC3)cc2)c(C)c1	-1	4	1	-14	-20	23	0.1	-9	13
FC(F)Oc1ccc(NC(=S)NNc2ccnc3cc(Cl)ccc23)cc1	-6	-3	2	-10	10	-8	0.4	-5	-6
CCOc1ccc(NC(=S)Nc2ccc3nsnc3c2)cc1	1	2	6	-3	-1	12	4.0	4	7
Cc1nc(NC(=O)COC(=O)c2cccs2)c(Cl)cc1Cl	3	3	1	-4	-1	8	1.4	2	3
COc1ccc(C)cc1-n1nnnc1SCC(=O)NNC(=O)c1ccc([N+](=O)[O-])cc1	-2	1	1	-15	-2	27	0.5	-1	1
